GPR55 antagonists – inhibition of LPI-stimulated GPR55 beta-arrestin translocation – imaging, U2OS, beta-arrestin-GFP, LPI agonist, primary screen (AID 2013); U2OS GPR55 beta-arrestin-GFP translocation imaging, LPI antagonism; higher % means a stronger effect; 0.13% of 290,000 active; inhibition, % at 10 µM, or IC50 in µM where a hit was titrated;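 active = spots per cell inhibited over 60%, with over 100 cells counted and total cytoplasm intensity under 500,000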;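 also: U2OS cells stably carrying GPR55 and arrestin-GFP stimulated by 5 µM LPI near EC80; imaged beta-arrestin-GFP aggregate spots per cell after agonist stimulation; plate controls were LPI-stimulated DMSO wells for no effect and DMSO wells without LPI for full effect; some results filed as inactive read as strong as hits; confirmed hits need IC50 under 10 µM and bright autofluorescent wells are also inconclusive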
KOR beta-arrestin-1 – kappa opioid receptor blockers – cell-based, luminescence, uHTS (AID 1778) | KOR beta-arrestin recruitment, luminescence, antagonist mode; higher % means a stronger effect | inhibition, % at 10 µM; hits with a dose series show IC50 in µM | 0.091% of 290,000 active; also: strong numbers were not always called active
HIV peptide binding – cell-free HIV fusion peptide-binding blockers – biochemical, uHTS, fluorescence dequenching, primary screen (AID 1986). 0.3% of 290,000 active. one-dose inhibition, % at 20 µM; IC50 in µM for titrated hits. cell-free peptide binding, fluorescence dequenching, 30 min; higher % means a stronger effect; in the data active = inhibition mostly above about 52%, no sharp cut-off; inactive = mostly below about 76%; also: some results filed as inactive read as strong as hits
GPR55 activation – GPR55 agonists via beta-arrestin recruitment, primary screen, imaging, U2OS cells, beta-arrestin-GFP redistribution (AID 1961). 0.048% of 290,000 active. activation, % at 10 µM; hits with a dose series show EC50 in µM. U2OS GPR55 beta-arrestin-GFP redistribution imaging; higher % means a stronger effect;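 active = activation above 40% with more than 50 cells counted in the well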;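 also: U2OS osteosarcoma cells stably expressing GPR55 and beta-arrestin-GFP; plate controls were DMSO negative control for no effect and LPI positive control for full effect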
HEK293 NOD2/NF-kB – inhibition of NOD2-driven NF-kB reporter – cell-based, luminescence, uHTS, HEK293 (AID 1566). HEK293 NOD2/NF-kB luciferase reporter, luminescence; higher % means a stronger effect. one-dose inhibition, % at 4 µM; EC50 in µM for titrated hits. 0.63% of 290,000 active; also: many of its hits are not listed in these tables
Myeloid diff 2 – compounds promoting myeloid differentiation; ER-HoxA9 myeloid progenitors, lysozyme-GFP differentiation, flow cytometry; calls only at 10 µM; 1% of 360,000 active; AID 624256;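 active = normalized GFP-positive differentiation at or above the plate's own cutoff, the solvent-only control mean plus 3 SD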;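 also: cells exposed to compound for four days before flow analysis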
GPR35 arrestin U2OS – GPR35 antagonists blocking zaprinast-driven arrestin recruitment, primary screen, imaging, U2OS, beta-arrestin-GFP, zaprinast agonist (AID 2058); U2OS GPR35 beta-arrestin-GFP translocation imaging, zaprinast antagonism; higher % means a stronger effect; inhibition, % at 10 µM; hits with a dose series show IC50 in µM; 0.052% of 290,000 active;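 active = inhibition of at least 50% with at least 30 cells and total cytoplasm GFP at most 10,000,000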
NOD1 NF-kB reporter – NOD1 signaling inhibitors, primary screen, cell-based, luminescence, uHTS (AID 1578); NOD1-driven NF-kB luciferase reporter cells, luminescence; higher % means a stronger effect; 1% of 290,000 active; one-dose inhibition, % at 4 µM; EC50 in µM for titrated hits; in the data active = inhibition mostly above about 36%, no sharp cut-off; inactive = mostly below about 34%;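 also: HEK-293T reporter cells stimulated with the NOD1 agonist gamma-tri-DAP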
KOR beta-arrestin-2 – kappa opioid receptor activators – cell-based, luminescence, uHTS, primary screen (AID 1777); 0.02% of 280,000 active; activation, % at 10 µM; hits with a dose series show EC50 in µM; KOR beta-arrestin recruitment, luminescence; higher % means a stronger effect; in the data active = activation above about 50%, passing the limit was not always enough; also: a part of the inactive calls stands beside numbers as strong as those of hits
Myeloid diff 2 GFP+ MAC1+ % – second read-out of Myeloid diff 2, no call of its own (marks repeat the call); GFP+ MAC1+ double positive, %; measured here: differentiation confirmed by MAC1 staining
* = called active by the depositor; [ ] = another dose, or the depositor's remark. Rule as the data show it, unless noted: active = inhibition above about 50%; inactive = the rest. Some of the compounds tested; count on the stated rates, not on these rows.

What do the screens show for `CCOc1ccc2nc(SCC(=O)NCc3ccc(OC)c(OC)c3)[nH]c2c1`?
GPR55 antagonists: -5%; KOR beta-arrestin-1: 14%; HIV peptide binding: 0.3%; GPR55 activation: 0.7%; HEK293 NOD2/NF-kB: 13%; Myeloid diff 2: inactive; GPR35 arrestin U2OS: -2%; NOD1 NF-kB reporter: -25%; KOR beta-arrestin-2: 2.1%; Myeloid diff 2 GFP+ MAC1+ %: 0.1

How did CN(C)CCNC(=O)c1ccc(Sc2ccc(Br)cc2)c([N+](=O)[O-])c1 do in these assays?
GPR55 antagonists: 33%; KOR beta-arrestin-1: -56%; HIV peptide binding: -2.1%; GPR55 activation: -0.2%; HEK293 NOD2/NF-kB: 3%; Myeloid diff 2: inactive; GPR35 arrestin U2OS: 0%; NOD1 NF-kB reporter: -36%; KOR beta-arrestin-2: 2.6%; Myeloid diff 2 GFP+ MAC1+ %: 0.7

How did CN(C=C1C(=O)CC(C)(C)CC1=O)CCN1CCNCC1 do in these assays?
GPR55 antagonists: -1%; KOR beta-arrestin-1: 13%; HIV peptide binding: 2.0%; GPR55 activation: 0.0%; HEK293 NOD2/NF-kB: 11%; Myeloid diff 2: inactive; GPR35 arrestin U2OS: 6%; NOD1 NF-kB reporter: 12%; KOR beta-arrestin-2: -8.2%; Myeloid diff 2 GFP+ MAC1+ %: 0.3

How did COc1ccc(-c2nc(-c3ccc(Br)cc3)no2)c(OC)c1 do in these assays?
GPR55 antagonists: 5%; KOR beta-arrestin-1: -25%; HIV peptide binding: 3.2%; GPR55 activation: -0.1%; HEK293 NOD2/NF-kB: -104%; Myeloid diff 2: inactive; GPR35 arrestin U2OS: 10%; NOD1 NF-kB reporter: -36%; KOR beta-arrestin-2: 0.4%; Myeloid diff 2 GFP+ MAC1+ %: 7.1

Results for COc1ccc(/C=C/c2nnc(NC(=O)CSc3ccc(C)cc3)s2)cc1 ?
GPR55 antagonists: 7%; KOR beta-arrestin-1: -5%; HIV peptide binding: -0.8%; GPR55 activation: 0.3%; HEK293 NOD2/NF-kB: -12%; Myeloid diff 2: inactive; GPR35 arrestin U2OS: 10%; NOD1 NF-kB reporter: -6%; KOR beta-arrestin-2: 1.7%; Myeloid diff 2 GFP+ MAC1+ %: 0.9

What do the screens show for `O=C(CCNC(=O)c1ccc([N+](=O)[O-])cc1)Nc1cccc(S(=O)(=O)N2CCCCC2)c1`?
GPR55 antagonists: -9%; KOR beta-arrestin-1: -10%; HIV peptide binding: -1.2%; GPR55 activation: -0.1%; HEK293 NOD2/NF-kB: -5%; Myeloid diff 2: inactive; GPR35 arrestin U2OS: -7%; NOD1 NF-kB reporter: -6%; KOR beta-arrestin-2: 3.0%; Myeloid diff 2 GFP+ MAC1+ %: 0.7

What do the screens show for `CCOC(=O)Cc1csc(NC(=O)COc2cc(C)cc(C)c2)n1`?
GPR55 antagonists: 7%; KOR beta-arrestin-1: 0%[20 µM]; HIV peptide binding: 2.5%; GPR55 activation: -0.1%; HEK293 NOD2/NF-kB: 3%; Myeloid diff 2: inactive; GPR35 arrestin U2OS: 23%; NOD1 NF-kB reporter: -18%; Myeloid diff 2 GFP+ MAC1+ %: 0.2

Results for Nc1cc[n+](CC(=O)c2ccc3c(c2)OCCO3)cc1 ?
GPR55 antagonists: 7%; KOR beta-arrestin-1: -5%; HIV peptide binding: -3.2%; GPR55 activation: -0.3%; HEK293 NOD2/NF-kB: 36%; Myeloid diff 2: active; GPR35 arrestin U2OS: 6%; NOD1 NF-kB reporter: 23%; KOR beta-arrestin-2: 0.4%; Myeloid diff 2 GFP+ MAC1+ %: 13*

Results for CNC(=O)C(=O)NCCN1CCN(C(=O)c2ccc([N+](=O)[O-])cc2)CC1 ?
GPR55 antagonists: 8%; KOR beta-arrestin-1: -11%; HIV peptide binding: -2.1%; GPR55 activation: 0.3%; HEK293 NOD2/NF-kB: -14%; Myeloid diff 2: inactive; GPR35 arrestin U2OS: -10%; NOD1 NF-kB reporter: 17%; KOR beta-arrestin-2: 1.3%; Myeloid diff 2 GFP+ MAC1+ %: 0.1

Results for COc1ccccc1-c1nnc(NC(=O)Cc2ccccc2)o1 ?
GPR55 antagonists: 8%; KOR beta-arrestin-1: -2%; HIV peptide binding: 0.5%; GPR55 activation: 0.5%; HEK293 NOD2/NF-kB: 5%; Myeloid diff 2: inactive; GPR35 arrestin U2OS: -2%; NOD1 NF-kB reporter: -16%; KOR beta-arrestin-2: -4.2%; Myeloid diff 2 GFP+ MAC1+ %: 4.6

What do the screens show for `Cc1ccc2c(c1)C1CN(C)CCC1N2C(=S)Nc1ccc(Cl)cc1Cl` (stereo unspecified)?
GPR55 antagonists: -6%; HIV peptide binding: -0.6%; GPR55 activation: 0.0%; HEK293 NOD2/NF-kB: 33%; GPR35 arrestin U2OS: -1%; NOD1 NF-kB reporter: 13%

How did O=c1c2ccccc2ncn1Cc1ccc(Cl)c(Cl)c1 do in these assays?
GPR55 antagonists: 6%; KOR beta-arrestin-1: -4%; HIV peptide binding: -2.0%; GPR55 activation: 0.0%; HEK293 NOD2/NF-kB: -22%; Myeloid diff 2: inactive; GPR35 arrestin U2OS: -9%; NOD1 NF-kB reporter: 11%; KOR beta-arrestin-2: 4.5%; Myeloid diff 2 GFP+ MAC1+ %: 0.4

Results for Cc1[nH]c2ccccc2c1/C=N/NC(=O)c1cccc(Br)c1 ?
GPR55 antagonists: 6%; KOR beta-arrestin-1: 26%; HIV peptide binding: -1.0%; GPR55 activation: -0.1%; HEK293 NOD2/NF-kB: 12%; Myeloid diff 2: inactive; GPR35 arrestin U2OS: -5%; NOD1 NF-kB reporter: 2%; KOR beta-arrestin-2: -2.1%; Myeloid diff 2 GFP+ MAC1+ %: 0.4

Results for Cc1ccc(NC(=O)Cn2cnc3sc(C(=O)NCc4ccco4)c(C)c3c2=O)cc1Cl ?
GPR55 antagonists: 5%; KOR beta-arrestin-1: 2%; HIV peptide binding: -1.5%; GPR55 activation: 0.0%; HEK293 NOD2/NF-kB: -4%; Myeloid diff 2: inactive; GPR35 arrestin U2OS: 3%; NOD1 NF-kB reporter: 2%; KOR beta-arrestin-2: -6.1%; Myeloid diff 2 GFP+ MAC1+ %: 1.8

What do the screens show for `COc1ccc([N+](=O)[O-])cc1NC(=O)CCN1CCN(CCO)CC1`?
GPR55 antagonists: 9%; KOR beta-arrestin-1: -10%; HIV peptide binding: -0.7%; GPR55 activation: 1.4%; HEK293 NOD2/NF-kB: 4%; Myeloid diff 2: inactive; GPR35 arrestin U2OS: -9%; NOD1 NF-kB reporter: -22%; KOR beta-arrestin-2: -0.7%; Myeloid diff 2 GFP+ MAC1+ %: 0.5

What do the screens show for `COc1cccc(CCC(=O)N2CCC(n3nccc3NC(=O)CC(C)C)CC2)c1`?
GPR55 antagonists: 17%; KOR beta-arrestin-1: -7%; HIV peptide binding: 1.3%; GPR55 activation: -0.2%; HEK293 NOD2/NF-kB: -2%; Myeloid diff 2: inactive; GPR35 arrestin U2OS: 3%; NOD1 NF-kB reporter: -24%; KOR beta-arrestin-2: -2.0%; Myeloid diff 2 GFP+ MAC1+ %: 1.1

What do the screens show for `Cc1ccc(S(=O)(=O)NN2C(=O)/C(=C/c3cccn3C)SC2=S)cc1`?
GPR55 antagonists: 7%; KOR beta-arrestin-1: 31%; HIV peptide binding: 50%; GPR55 activation: -0.5%; HEK293 NOD2/NF-kB: 5%; GPR35 arrestin U2OS: 11%; NOD1 NF-kB reporter: -34%; KOR beta-arrestin-2: -1.1%

What do the screens show for `Cc1ccc(S(=O)(=O)c2c(N)n(C)c3nc4ccccc4nc23)cc1`?
GPR55 antagonists: 0%; KOR beta-arrestin-1: -19%; HIV peptide binding: 3.1%; GPR55 activation: -0.1%; HEK293 NOD2/NF-kB: -8%; Myeloid diff 2: inactive; GPR35 arrestin U2OS: 2%; NOD1 NF-kB reporter: 9%; KOR beta-arrestin-2: -5.7%; Myeloid diff 2 GFP+ MAC1+ %: 0.8

Results for O=C(O)C1=C[C@H](C2CC2)C[C@H](OCCCCO)O1 ?
GPR55 antagonists: -6%; KOR beta-arrestin-1: -29%; HIV peptide binding: 4.7%; GPR55 activation: 0.5%; HEK293 NOD2/NF-kB: -5%; Myeloid diff 2: inactive; GPR35 arrestin U2OS: -9%; NOD1 NF-kB reporter: -9%; KOR beta-arrestin-2: 3.0%; Myeloid diff 2 GFP+ MAC1+ %: 0.7

How did O=C1CCCN1CCCNc1ncccc1[N+](=O)[O-] do in these assays?
GPR55 antagonists: -2%; KOR beta-arrestin-1: -17%; HIV peptide binding: 1.4%; GPR55 activation: -0.2%; HEK293 NOD2/NF-kB: 6%; Myeloid diff 2: inactive; GPR35 arrestin U2OS: -2%; NOD1 NF-kB reporter: -2%; KOR beta-arrestin-2: -3.3%; Myeloid diff 2 GFP+ MAC1+ %: 5.0

What do the screens show for `O=S(=O)(/N=C(/Nc1ccccc1)C(F)(F)F)c1ccccc1`?
GPR55 antagonists: 11%; KOR beta-arrestin-1: -5%; HIV peptide binding: 1.9%; GPR55 activation: 0.0%; HEK293 NOD2/NF-kB: 9%; Myeloid diff 2: inactive; GPR35 arrestin U2OS: -1%; NOD1 NF-kB reporter: -22%; KOR beta-arrestin-2: -0.3%; Myeloid diff 2 GFP+ MAC1+ %: 0.4

How did Cc1nc(C(C)NC(=O)CCc2nnc(CCCc3ccccc3)o2)c(C)s1 (stereo unspecified) do in these assays?
GPR55 antagonists: 11%; KOR beta-arrestin-1: -22%[20 µM]; HIV peptide binding: 1.0%; GPR55 activation: -0.1%; HEK293 NOD2/NF-kB: -70%; Myeloid diff 2: inactive; GPR35 arrestin U2OS: 4%; NOD1 NF-kB reporter: -67%; Myeloid diff 2 GFP+ MAC1+ %: 0.7

Results for CCCCOc1ccc(-c2nnn(CC(=O)Nc3ncc(CC(=O)OCC)s3)n2)cc1 ?
GPR55 antagonists: -4%; KOR beta-arrestin-1: 8%; HIV peptide binding: 2.3%; GPR55 activation: -0.1%; HEK293 NOD2/NF-kB: -6%; Myeloid diff 2: inactive; GPR35 arrestin U2OS: 1%; NOD1 NF-kB reporter: -29%; KOR beta-arrestin-2: -0.2%; Myeloid diff 2 GFP+ MAC1+ %: 0.4

Results for OCCCc1nc2ccccc2n1CCCCOc1ccccc1 ?
GPR55 antagonists: 8%; KOR beta-arrestin-1: 23%; HIV peptide binding: -0.8%; GPR55 activation: 0.3%; HEK293 NOD2/NF-kB: 10%; Myeloid diff 2: inactive; GPR35 arrestin U2OS: 1%; NOD1 NF-kB reporter: -7%; KOR beta-arrestin-2: 0.1%; Myeloid diff 2 GFP+ MAC1+ %: 0.5
